# ERK EGF block: qHTS Assay for Inhibitors of the ERK Signaling Pathway using a Homogeneous Screening Assay; Stimulation with EGF; Potency, µM (titrated, usually from 11.5 µM), inactives show at the highest dose activity change, negative = inhibition, usual class: inhibitors; 0.41% of 130,000 active; AID 1454, 2008; HEK293-V1b, EGF-stimulated phospho-ERK AlphaScreen; active = well fitted inhibition curve with a large enough effect; inconclusive = small, poorly fitted or top-dose-only effect, or effect the other way;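 also: plate controls were stimulated vehicle wells for no effect and unstimulated vehicle basal for full effect; nearly all actives have a fitted effect of over 55% in size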
#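 In this qHTS, HEK293 cells with stable type-1 vasopressin (V1b) receptor were exposed to compound at 37C for 30 min, stimulated 5 min with EGF at 25 nM, lysed, and probed for phospho-ERK by AlphaScreen.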
# Starred values were filed as active, the others as inactive; ? = inconclusive; [ ] = another dose, or the depositor's remark. Potency is read from the fitted curve at half-maximal effect. An excerpt. The share of hits here may be higher or lower than overall.
SMILES,ERK EGF block
COc1cc(Nc2c3c(nc4ccccc24)CCCC3)cc(OC)c1OC,-8%[57.5 µM]
Nc1n[nH]c(N)c1N=Nc1ccc2c(c1)OCO2,-17%
CSc1ccc(S(=O)(=O)Nc2ccc3c(c2)OCCO3)cc1,2%
COc1nsnc1NS(=O)(=O)c1ccc(NC(=S)NC(=O)c2cccnc2)cc1,-2%
O=c1c2cnn(-c3ccc(F)cc3)c2ncn1Cc1ccc(F)cc1,2%
O=C(NCc1cccnc1)Nc1cccc(F)c1,1%
CC(=O)NC(Cc1ccccc1)C(=O)N1CCN(C(=S)NCC(C)C)CC1 (configuration not stated),3%
OCC1(Cc2ccccc2)CCCN(Cc2ccc3c(c2)OCCO3)C1 (configuration not stated),-2%
CCCCOn1c(C)c(C(C)=O)c2c3no[n+]([O-])c3ccc21,-12%[57.5 µM]
S=C(NCc1cccnc1)Nc1cccc2ccccc12,7%
CS(=O)Cc1cc(Sc2ccccc2)nc(-c2ccncc2)n1 (configuration not stated),-8%
Cc1ccc(Cl)cc1NC(=O)CSc1nnc(C)n1-c1ccccc1,4%
NC(=O)c1ccc(NC(=O)COC(=O)/C=C/c2ccc3c(c2)OCO3)cc1,8%[57.5 µM]
COC(=O)c1ccccc1NC(=O)Nc1ccc(Br)cn1,-18%
CC(C)(C)OC(=O)NNC(=O)C12CC3CC(CC(C3)C1)C2,8%
CCOC(=O)C(=O)Nc1nnc(CCc2ccccc2)s1,3%
O=C(/C=C/c1ccccc1)N1CCC(c2ccccc2)C1 (configuration not stated),-5%
CC1CCC2(CC1)NC(=O)N(CC(=O)N1CCN(S(=O)(=O)c3ccccc3)CC1)C2=O (configuration not stated),-3%
O=C(CCS(=O)(=O)Cc1ccccc1)N1CCN(c2ccc([N+](=O)[O-])cc2)CC1,-1%
COc1ccc(Br)cc1C(C[N+](=O)[O-])c1c(N)n(C)c(=O)n(C)c1=O (configuration not stated),-2%[57.5 µM]
O=C(CCCOc1ccccc1)Nc1ncccn1,6%
Cc1c(NC(=O)COC(=O)CCC(=O)c2ccc(Cl)cc2)c(=O)n(-c2ccccc2)n1C,-1%
Cc1ccc(NC2=NCC(=O)N2C2CCCC2)cc1,-4%
CN(C)CCCN(C(=O)c1ccc(S(=O)(=O)N(C)C)cc1)c1nc2cc3c(cc2s1)OCO3,-11%
Cc1c(Cl)cccc1NC(=S)N(Cc1cccs1)C1CCCC1,3%
O=C(O)C1Cc2ccccc2CN1S(=O)(=O)c1ccccc1 (configuration not stated),1%[57.5 µM]
CNC(=S)NN(C)c1nc(C)cc(C)n1,1%
Cc1cc(N/C(=N/S(=O)(=O)c2ccc(F)cc2)c2ccccc2)n(-c2ccccc2)n1,-5%
COC(OC)c1ccnc(-c2ccc(OC(=O)c3ccccc3)cc2)n1,7%
COc1cc(OC)c(OC)cc1/C=C1\CCC(C2CCCC2)C1=O (configuration not stated),-7%
Cc1ncn2cc(-c3ccc(Cl)cc3Cl)[nH]c(=O)c12,3%[57.5 µM]
CCc1ccc(S(=O)(=O)/N=C2/C=C(Sc3ncn[nH]3)C(=O)c3ccccc32)cc1,?
COc1ccc2nc(NC(=O)C3CCCN(S(=O)(=O)c4cccc5nonc45)C3)sc2c1 (configuration not stated),-3%
Cc1ccc(C(=O)NC(=S)NCc2cccnc2)cc1C,2%
O=C(NCCN1CCCC1)c1ccc2c(c1)N(Cc1ccc(F)cc1)C(=O)c1ccccc1S2=O (configuration not stated),-2%
Cc1ccc(NC(=O)COC(=O)C2CC(=O)N(Cc3ccccc3)C2)cc1F (configuration not stated),-3%
Nc1nc(NC(=O)c2ccc(Cl)cc2)nn1-c1ccccc1,-3%
Cn1cc(C(=O)N/N=C/c2c(O)ccc3ccccc23)ccc1=O,3%
Cc1nn(-c2ccccc2)c(C)c1S(=O)(=O)O,-5%
O=C(O)c1ccccc1N1C(=O)C2C3c4ccccc4C(Br)(c4ccccc43)C2C1=O (configuration not stated),4%

# Taken from above:
# For ERK EGF block, COC(OC)c1ccnc(-c2ccc(OC(=O)c3ccccc3)cc2)n1 has the entry 7%
# For ERK EGF block, Nc1nc(NC(=O)c2ccc(Cl)cc2)nn1-c1ccccc1 has the entry -3%
# For ERK EGF block, Cc1cc(N/C(=N/S(=O)(=O)c2ccc(F)cc2)c2ccccc2)n(-c2ccccc2)n1 has the entry -5%

# Next structures follow.
SMILES,ERK EGF block
COc1ccc(NC(C)=O)cc1C,-19%
CCC(CC)N=C1NS(=O)(=O)c2cc([N+](=O)[O-])ccc21,12%
O=C(O)CCCC[C@@H]1SC[C@H]2NC(=O)N[C@@H]12,5%
O=C(Cn1cccc1C(=O)c1ccccc1)NCc1cccc(Cl)c1,-7%[57.5 µM]
Nc1nc(NCc2ccco2)nc(Nc2ccccc2)c1[N+](=O)[O-],-6%[57.5 µM]
CCOC(=O)CSc1nc(C2CC2)cc(-c2ccc(Cl)cc2)c1C#N,?
CCC(CO)NCc1ccc(OC2CCCC2)cc1 (configuration not stated),6%
C=CCn1c(O)c(N=NC(=S)Nc2ccc(OC)c(Cl)c2)c2ccccc21,?
CCOc1ccc(C(NC(=O)/C=C/c2ccco2)c2ccc(OC)c(OC)c2)cc1 (configuration not stated),-7%
Cc1ccc2nc(-c3ccsc3)c(NC3CCCC3)n2c1,3%
CCCN(C(=O)c1ccco1)c1nnc(-c2ccncc2)s1,6%
Cc1cccc(N2CN=c3s/c(=C\c4ccccn4)c(=O)n3C2)c1,-11%[57.5 µM]
COc1cccc(CC2(CO)CCN(C(=O)NC3CCCCC3)CC2)c1,-11%
CCc1nnc(NC(=O)[C@@H](NC(=O)c2cc(OC)cc(OC)c2)C(C)C)s1,-6%
COCCn1c(C)cc(C(=O)COC(=O)c2cncc(Br)c2)c1C,6%
NC(N)=NC(N)=NCCc1ccccc1,12%[25.7 µM]
Cc1onc(NC(=O)c2ccc([N+](=O)[O-])o2)c1Br,11%[57.5 µM]
COc1ccc(CNc2ncncc2-c2ccccc2CN(C)C)c(OC)c1,13%
O=C(COC(=O)CCc1nc2ccccc2c(=O)[nH]1)NC1CCS(=O)(=O)C1 (configuration not stated),1%
O=C(c1cccc(F)c1)N1CCC2(CCCN(c3ncccn3)C2)CC1,1%
CCOc1cc(/C=N/NC(=O)c2ccc(CN3CCOCC3)cc2)ccc1OCc1ccccc1,?
N#C/C(=C\c1ccc[nH]1)C(=O)c1ccccc1,-16%[57.5 µM]
O=C(c1cccc(F)c1)N1CCC2(CCCN(C(c3ccccc3)c3ccccc3)C2)CC1,-3%
C/C(=N\NC(=S)Nc1c(C)cccc1C)c1cc2ccccc2o1,5%
O=C(COC(=O)c1cc(-c2ccncc2)nc2ccccc12)Nc1ccc2c(c1)OCO2,-2%
COc1ccc(-c2ccc(CCC(=O)O)n2CC2CCCO2)cc1 (configuration not stated),-7%[57.5 µM]
CN1C(=S)SC(/[N+]([O-])=C\c2ccccc2F)C1(C)C (configuration not stated),3%[57.5 µM]
CC1CC(C)CN(S(=O)(=O)N2CCC(C(=O)NCc3ccco3)CC2)C1 (configuration not stated),24%
COc1cc2[nH]c(=S)n(C3CCN(Cc4ccccc4)CC3)c(=O)c2cc1OC,7%
COc1ccc(/C(=N\O)c2nccc3cc(OC)c(OC)cc23)cc1OC,6%
COc1ccc(OCCCC(=O)Nc2nc(-c3ccccn3)cs2)cc1,-6%
Cc1nc(-c2ccc(Cl)cc2)sc1C(=O)CBr,6%
COc1ccc(NC(=O)C2CCCO2)cc1 (configuration not stated),3%
O=C(CCCc1ccccc1)Nc1ccc(S(=O)(=O)N2CCOCC2)cc1,-9%[57.5 µM]
NS(=O)(=O)c1ccc(NC(=S)NCCc2ccccc2)cc1,0%
COc1ccc(-n2cc(-c3ccc(C)cc3)[n+]3c2SCC3)cc1,1%
Cc1ccc(S(=O)(=O)N(C)c2ccc(OC(=O)c3ccc(=O)[nH]c3)cc2)cc1,5%
COc1ccc(-c2ccc(S(=O)(=O)n3nc(OC(=O)c4cccs4)cc3N)cc2)cc1,2%[57.5 µM]
Cc1ccc(-n2nc(C)c3c(C(=O)OCC(=O)N(C)C4CCS(=O)(=O)C4)cc(-c4ccccc4)nc32)cc1 (configuration not stated),?
Cc1cccc(N2CCN(C(=O)/C=C/c3ccco3)CC2)c1C,0%
O=C(NCc1ccc2[nH]c3c(c2c1)CCCC3)c1ccc(S(=O)(=O)N2CCCC2)cc1,-1%
CC1CC(NC(=O)CC#N)CC(C)(C)C1 (configuration not stated),5%[57.5 µM]
CCOC(=O)c1sc2nc(C)[nH]c(=O)c2c1C,0%[57.5 µM]
COc1ccc(/C=C/C(=O)Nc2ccc3c(c2)OCCO3)cc1OC,4%
S=c1nc(-c2cc(Cl)ccc2Cl)[nH][nH]1,-1%
CCO[C@@H]1OC(C(=O)Nc2ccccc2)=C[C@H](c2csc3ccccc23)[C@H]1CCCO,-9%[57.5 µM]
O=C(NCC1CCN(S(=O)(=O)c2ccccc2)CC1)Nc1ccc(F)cc1,-4%[57.5 µM]
Cc1cc(C)n(CCN(C)Cc2nc(Cc3ccccc3F)no2)n1,3%
CC(C)(C)[C@@H]1C=C(C(=O)NC2CC2)O[C@H](OCc2ccc(CO)cc2)C1,0%[57.5 µM]
CN(C(=O)Nc1ccccc1)C1CCCCC1,5%[57.5 µM]
O=c1c2ccccc2c(/C=N/NS(=O)(=O)c2ccccc2)c(O)n1-c1ccccn1,4%
Cc1ccnc(NS(=O)(=O)c2ccc(NC(=O)c3ccc(S(=O)(=O)N4CC(C)OC(C)C4)cc3)cc2)n1 (configuration not stated),11%
Cc1nc2nc(CC(=O)O)[nH]n2c(=O)c1[N+](=O)[O-],4%[57.5 µM]
CN(N=O)C(=O)N[C@H]1C(O)C(O)C(CO)O[C@@H]1O (some centres not stated),6%
COP(=O)(OC)c1nc(-c2ccccc2)oc1N1CCOCC1,7%
CCOC(=O)C(=O)N(Nc1ccc(C)cc1)c1ccc(C)cc1,-6%[57.5 µM]
CCOC(=O)c1cnc2c(c(C3CC3)nn2C)c1N1CCOCC1,8%[57.5 µM]
O=C(COC(=O)[C@H](Cc1ccccc1)NC(=O)c1cccs1)Nc1ccccc1C(F)(F)F,0%
CC1CN(c2ccc(Cl)cc2[N+](=O)[O-])CCN1S(C)(=O)=O (configuration not stated),-2%
Cc1oc(-c2cccs2)nc1CN1CCC(CO)(CCOc2ccccc2)CC1,3%
# (cont.)
SMILES,ERK EGF block
Cc1cc(C)cc(NC(=O)Cc2ccc(-n3cccc3)cc2)c1,-2%
CC1=C(C(=O)OCC2CCCO2)C(c2ccsc2)C2=C(CCCC2=O)N1 (configuration not stated),1%
O=C(O)c1ccc(Cl)c(S(=O)(=O)Nc2ccc3cn[nH]c3c2)c1,26%
CCc1nc(Cl)c(C#N)c2c1CCCC2,-4%
Nc1cc(N)nc(SCCOc2ccccc2F)n1,11%
CN(C)S(=O)(=O)c1cccc(-c2nn(-c3ccccc3)cc2/C=C2\SC(=S)NC2=O)c1,?
Cc1cc(-c2nnc(CCC(=O)N(C)Cc3cccc4ccccc34)o2)no1,11%
CC1(C)Cc2c(sc(N)c2C#N)C(C)(C)N1,-8%
O=C(O)c1cc([N+](=O)[O-])c(N2CCCC2)c([N+](=O)[O-])c1,2%
O=S(=O)(Nc1nc2ccccc2nc1-[n+]1cccc(N=C([O-])c2ccc(Cl)cc2)c1)c1ccccc1,1%[57.5 µM]
O=C(CNC(=O)c1ccccc1F)N/N=C/c1cc(Br)ccc1OC(=O)/C=C/c1ccco1,-7%
Cc1nn(C)c(C)c1CNC(=O)Nc1ccc2c(c1)OCO2,1%
CCOC(=O)c1[nH]c2ccccc2c1NC(=O)CC(C)C,4%[57.5 µM]
CC(=O)Nc1ccc2nc(C3CC3)n(Cc3ccc(Cl)cc3)c(=O)c2c1,6%
O=C(CCNC(=O)c1ccc(Cl)cc1)Nc1c(F)c(F)cc(F)c1F,2%
O=C(CSc1ccncc1)Nc1ccc(S(=O)(=O)Nc2nccs2)cc1,-14%
COc1ccccc1Nc1nc(-c2ccc3c(c2)NC(=O)CO3)cs1,-2%
C1CNC(C23CC4CC(CC(C4)C2)C3)=N1,3%
O=C(N/N=C/c1cccs1)C(=O)N1CCCC1,-1%
O=C(/C=C/c1ccco1)N1CCN(c2ccccc2)CC1,-7%[57.5 µM]
COc1ccc(NC(=S)Nc2ccc(S(=O)(=O)N3CCOCC3)cc2)c(OC)c1,0%
O=C(Cn1nc(C(=O)O)c2ccccc2c1=O)NCc1ccco1,2%
O=C(O)c1cccnc1SCc1cccc(Cl)c1,-6%
CN(Cc1nc(-c2ccc(C(F)(F)F)cc2)no1)C1CCOCC1,0%
O=C(Nc1cnn(Cc2ccc(F)cc2)c1)C(c1ccccc1)c1ccccc1,5%
COc1ccc(Cl)cc1C(=O)NCCc1ccc(S(=O)(=O)NC(=O)NC2CCCCC2)cc1,-10%[57.5 µM]
CCn1c(SCC(=O)OC)nnc1-c1ccccc1,4%

# 5 entries out of the list above, arranged by the value under ERK EGF block, rising.
SMILES,ERK EGF block
O=C(O)c1cccnc1SCc1cccc(Cl)c1,-6%
COc1ccc(NC(=S)Nc2ccc(S(=O)(=O)N3CCOCC3)cc2)c(OC)c1,0%
O=C(Cn1nc(C(=O)O)c2ccccc2c1=O)NCc1ccco1,2%
CCn1c(SCC(=O)OC)nnc1-c1ccccc1,4%
O=C(Nc1cnn(Cc2ccc(F)cc2)c1)C(c1ccccc1)c1ccccc1,5%

# 7 structures already listed, sorted by molecular weight, lowest first:
SMILES,ERK EGF block
C1CNC(C23CC4CC(CC(C4)C2)C3)=N1,3%
O=C(N/N=C/c1cccs1)C(=O)N1CCCC1,-1%
CCn1c(SCC(=O)OC)nnc1-c1ccccc1,4%
O=C(O)c1cccnc1SCc1cccc(Cl)c1,-6%
O=C(/C=C/c1ccco1)N1CCN(c2ccccc2)CC1,-7%[57.5 µM]
CN(Cc1nc(-c2ccc(C(F)(F)F)cc2)no1)C1CCOCC1,0%
COc1ccc(Cl)cc1C(=O)NCCc1ccc(S(=O)(=O)NC(=O)NC2CCCCC2)cc1,-10%[57.5 µM]

# Screens deposited in PubChem by National Center for Advancing Translational Sciences (NCATS).
